Screens (PubChem BioAssay)
GSH bead fluor: compound fluoresces at 488/530 nm on GSH beads; GSH beads flow cytometry, compound fluorescence 488/530 nm; hits give high values; fluorescence (KMESF) at 10 µM; 190,000 compounds, 0.25% hits; in the data active means fluorescence above about 89;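 further: glutathione beads carrying GST-tagged Bcl family fusion proteins plus one bare bead set; values are compound well signal with DMSO vehicle wells as background; inactives centre near 16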
Rac1 act GTP bind: modulators of GTP binding to human Rac1 activated mutant; P63000; GST-Rac1 activated beads, fluorescent GTP binding, flow cytometry; actives lie on both sides; 100% means binding = to untreated wells; 190,000 compounds, 0.11% hits; percent activity (GTP binding), % at 10 µM;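 active means GTP binding at least 20 percentage points away from the 100% baseline, in either direction, so actives lie on both sides; inconclusive means Compound likely fluorescent itself, or too few beads counted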
Cdc42 wt GTP: changes GTP binding to wildtype human Cdc42; 190,000 compounds, 0.2% hits; GST-Cdc42 beads, Bodipy-GTP binding, flow cytometry; actives lie on both sides; P60953; percent activity (GTP binding), % at 10 µM;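 active means percent activity GTP binding at least 20 points away from the 100% baseline, either down as inhibitor or up as activator; inconclusive means compound flagged as likely green fluorescent from well-wide comparison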;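 further: median bead fluorescence of bound Bodipy-FL-GTP at 100 nM; 0% = excess unlabeled GTP control and 100% = no compound control; below 100% means less GTP binding so inhibitor and above means activator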
Target sequence (P60953 whole entry, looked up): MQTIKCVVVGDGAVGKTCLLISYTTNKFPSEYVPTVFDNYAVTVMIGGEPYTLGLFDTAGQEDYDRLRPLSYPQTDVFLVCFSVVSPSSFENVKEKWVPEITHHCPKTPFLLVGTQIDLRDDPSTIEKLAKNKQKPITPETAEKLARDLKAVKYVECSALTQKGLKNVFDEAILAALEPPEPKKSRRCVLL
Rac1 wt modul: human Rac1 wildtype GTP binding, inhibitors and activators. GTP binding activity (% of control), % at 10 µM. 190,000 compounds, 0.27% hits. GST-Rac1 beads, fluorescent GTP binding, flow cytometry; actives lie on both sides; 0 = cold GTP competed, 100 = untreated;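 active means GTP binding activity at least 20 points away from the 100% control level, either lower or higher; inconclusive means compound flagged as likely green fluorescent, judged across all proteins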
Mcl1-Bid inh: Mcl-1/Bid interaction inhibition; 220,000 compounds, 0.97% hits; Q07820; TR-FRET Mcl-1/Bid-Dy647 peptide binding, 1536-well; inhibition, % at 21.7 µM;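 active means compounds that cut the binding signal by more than half at the single screening dose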;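 further: His-tagged Mcl-1 with europium anti-His antibody binding Bid BH3 peptide; 0% = Mcl-1 plus peptide wells and 100% = peptide-only wells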
Target sequence (Q07820 whole entry, looked up): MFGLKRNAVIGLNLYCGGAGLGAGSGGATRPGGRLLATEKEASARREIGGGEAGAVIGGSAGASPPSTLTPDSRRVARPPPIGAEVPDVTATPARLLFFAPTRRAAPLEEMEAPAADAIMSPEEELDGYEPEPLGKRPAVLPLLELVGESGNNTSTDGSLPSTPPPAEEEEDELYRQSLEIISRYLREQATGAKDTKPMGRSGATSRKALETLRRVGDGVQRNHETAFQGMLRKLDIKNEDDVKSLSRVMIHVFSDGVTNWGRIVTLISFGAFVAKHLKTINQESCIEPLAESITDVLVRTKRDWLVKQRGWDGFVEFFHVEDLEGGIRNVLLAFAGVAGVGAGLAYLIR
HRas wt GTP bind: human HRas wildtype GTP binding, change in either direction; GST-Ras wt beads, Bodipy-FL-GTP binding, flow cytometry; actives lie on both sides; GTP binding activity, % at 10 µM; 190,000 compounds, 0.14% hits; AID 759;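 active means GTP binding activity at least 20% away from the 100% baseline, either lowered as inhibitor or raised as activator; inconclusive means flagged as likely green fluorescent, judged across all proteins in the well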;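 further: 0% = unlabeled GTP competition control and 100% = no-compound control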
Target sequence (P01112 whole entry, looked up): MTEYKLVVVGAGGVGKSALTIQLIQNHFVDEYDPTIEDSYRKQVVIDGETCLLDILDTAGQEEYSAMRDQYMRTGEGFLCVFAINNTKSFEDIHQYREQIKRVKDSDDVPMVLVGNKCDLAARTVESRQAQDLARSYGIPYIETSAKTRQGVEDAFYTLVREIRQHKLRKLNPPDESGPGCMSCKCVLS
Mcl1-Noxa inh: Mcl-1/Noxa interaction inhibition. inhibition, % at 21.7 µM. TR-FRET Mcl-1/Noxa peptide binding, 2 h. Q07820. 220,000 compounds, 1.5% hits;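 active means compounds that cut the protein-peptide binding signal by more than 50% relative to plate controls in a single-dose test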;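 further: His-tagged Mcl-1 with rhodamine Noxa BH3 peptide and terbium anti-His antibody; 0% = Mcl-1 plus Noxa peptide wells and 100% = peptide-only wells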
Pf gametocyte: kills late stage P. falciparum gametocytes. 150,000 compounds, 0.065% hits. P. falciparum stage V gametocytes, ATP luminescence, 24 h. AID 743093. inhibition, % at 10.9 µM;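 active means inhibition above the mean plus 3 SD of compounds within the control limits, set per campaign, cut at about 38% in these data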;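 further: 0% = DMSO wells and 100% = medium only without gametocytes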
Rab2 wt GTP: changes GTP binding to wildtype dog Rab2A, up or down. P61105. GST-Rab2 wt beads, Bodipy-GTP binding, flow cytometry. GTP binding activity, % at 10 µM. 190,000 compounds, 0.19% hits. AID 760;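 active means GTP binding activity at least 20 points away from 100%, either lowered or raised; inconclusive means signal likely due to the compound's own green fluorescence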;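 further: 0% = beads with excess unlabeled GTP and 100% = no-compound control corrected for plate trend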
Avidin fluor: avidin bead compound fluorescence profile; Avidin beads, compound fluorescence 488/530 nm, flow cytometry; hits give high values; fluorescence (KMESF) at 10 µM; 220,000 compounds, 0.38% hits; AID 1775; in the data active means fluorescence above about 47; further: inactives centre near 10
Rab7 wt modul: modulators of GTP binding to dog Rab7 wildtype GTPase | GST-Rab7 beads, fluorescent GTP binding, flow cytometry; actives lie on both sides; untreated = 100%, excess cold GTP = 0% | GTP binding activity (percent of control), % at 10 µM | 190,000 compounds, 0.055% hits;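 active means fluorescent GTP binding to Rab7 beads changed by at least 20 points from the 100% baseline, either direction, mostly lower; inconclusive means compound itself probably fluorescent, or too few beads counted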;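 further: median green fluorescence of bound Bodipy-FL-GTP per Rab7 bead population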
* = called active by the depositor; u = inconclusive; x = no result given; [ ] = remark or other dose. No enrichment for hits (roughly 3% active in at least one column).

SMILES	GSH bead fluor	Rac1 act GTP bind	Cdc42 wt GTP	Rac1 wt modul	Mcl1-Bid inh	HRas wt GTP bind	Mcl1-Noxa inh	Pf gametocyte	Rab2 wt GTP	Avidin fluor	Rab7 wt modul
CCc1ccc(C(=O)N/N=C/c2cccc3ccccc23)nc1	14	99	101	99	-13	98	26	13	101	8	97
Cc1nc(C(F)(F)F)c(C(=O)NC(=O)Nc2ccccc2)s1	34	95	97	95	-19	94	18	-11	95	17	99
Cc1ccc(/C=N/NC(=O)CSc2nc3ccccc3n2Cc2ccccc2)o1	11	95	98	99	20	98	30	x	95	11	95
CCc1nnc(NC(=O)CN2CCN(c3nc(-c4ccccc4)cs3)CC2)s1	19	105	107	108	-30	104	-2	-27	105	47*	102
COc1ccc(C2CC(c3ccc(F)cc3)Nc3nc(N)nn32)cc1 (centres undefined)	18	99	102	106	-24	103	9	x	101	9	102
CC/C(=N\NC(=O)OC)c1ccc(OC(F)F)cc1	13	98	97	97	-4	97	20	-11	97	12	96
COCC(=O)Nc1ncc(S(=O)(=O)c2ccc([N+](=O)[O-])cc2)s1	11	96	93	96	68*	99	0	-14	98	17	105
O=C(NCc1ccco1)c1ccc2c(c1)C(=O)N(Cc1ccccc1)C2=O	25	98	103	102	-14	103	-2	x	102	7	101
CC(=O)Nc1ccc2nc(C)n(Cc3ccc(Cl)cc3)c(=O)c2c1	62	100	97	97	12	98	2	-13	98	9	99
CCCNc1nc2c(c(=O)n(C)c(=O)n2C)n1CCc1ccccc1	14	99	101	104	-29	100	3	7	101	14	101
O=C(CCNS(=O)(=O)c1cccc2nsnc12)NCCC1=CCCCC1	34	101	101	100	-1	101	12	x	100	4	99
CC(=NCCc1c(C)[nH]c2ccc(OC(F)(F)F)cc12)C1=C(O)CC(c2ccccc2)CC1=O (centres undefined)	12	92	91	93	-26	91	10	-2	92	20	97
COc1ccc(C(=O)c2ccc(Cl)cc2Cl)cc1	22	94	98	99	4	98	6	4	96	28	99
CCOC(=O)c1cnc(SC2CC(=O)N(c3ccccc3)C2=O)nc1N (centres undefined)	27	103	107	107	-15	105	0	-9	103	14	105
COc1ccc(/C=C2/SC(=O)N(NS(=O)(=O)c3ccccc3)C2=S)cc1OC	26	86	86	90	-5	87	25	x	86	4	91
CCOc1cccc(-c2nnc(SCC(=O)Nc3cc(C)ccc3OC)n2N)c1	43	98	99	103	1	100	-3	-21	98	7	100
Cc1c(Cl)cccc1NC(=S)N(CCCN1CCOCC1)Cc1ccco1	10	100	102	106	-41	101	-2	-13	103	13	106
Cc1nn(-c2cc(N3CCNCC3)ccc2[N+](=O)[O-])c(=O)c2ccccc12	18	97	99	98	-13	99	6	x	99	37	100
Cc1nc(/N=C(\N)NC(=O)c2ccccc2)nc2ccccc12	35	98	97	96	-12	99	14	x	99	6	99
O=C(Cc1csc(Nc2nc(=S)[nH]c3ccccc23)n1)NCCCN1CCN(c2cccc(Cl)c2)CC1	10	85	87	85	-82	86	11	7	78*	13	88
CN(C(=O)COC(=O)C1CCN(S(=O)(=O)c2cccs2)CC1)C1CCS(=O)(=O)C1 (centres undefined)	45	99	103	107	-21	102	-3	-5	101	7	102
Cc1noc(C)c1Cc1c(Cl)cccc1Cl	13	92	93	91	-5	93	46	x	90	36	91
CN(C)c1ccc(/C=C2\SC(=S)N(Nc3ncc(C(F)(F)F)cc3Cl)C2=O)cc1	45	u	u	u	-7	u	-13	-13	u	56*	u
CC(C)N(C(=O)CN1C(=O)C(=O)c2ccccc21)c1ccccc1	10	96	96	104	-6	99	4	13	97	7	97
Cc1cc2nc(SCC(=O)Nc3ccccc3C(=O)O)[nH]c2cc1C	14	90	94	93	17	93	29	-37	93	12	92
SMILES	GSH bead fluor	Rac1 act GTP bind	Cdc42 wt GTP	Rac1 wt modul	Mcl1-Bid inh	HRas wt GTP bind	Mcl1-Noxa inh	Pf gametocyte	Rab2 wt GTP	Avidin fluor	Rab7 wt modul
COc1ccc2nc(SCC(=O)Nc3ccc4c(c3)CCC4)[nH]c2c1	14	100	97	98	-29	100	5	-14	100	11	100
O=C(CCC1CCCC1)NCCCN1CCOCC1	48	94	101	101	-21	100	-2	11	99	14	101
Cc1cccc(NC(=S)NCc2ccc3c(c2)OCO3)c1	10	98	97	100	-24	98	1	x	96	14	94
O=C(O)CN1C(=O)NC2NC(=O)NC21 (centres undefined)	46	96	101	100	-12	99	-8	-3	98	11	103
O=C(NC1=NCCS1)c1ccc([N+](=O)[O-])cc1Cl	17	97	97	98	-14	99	0	-2	97	10	102
Cc1ccc(N(CC(=O)N/N=C/c2cc(C)n(-c3ccccc3C)c2C)S(C)(=O)=O)cc1	16	100	98	108	-59	103	-1	x	99	10	98
O=C(Nn1c(-c2ccc(Cl)cc2)nc2ccccc2c1=O)c1cccnc1Cl	7	97	99	96	-3	95	15	x	94	15	98
Cc1nc(C)c(-c2nnc(-c3ccc(C(C)(C)C)cc3)o2)cc1C(=O)NN	9	100	94	99	-32	96	6	-22	100	3	98
Cc1ccc(-n2cc(CN(C)CCc3cn[nH]c3)c(-c3cccc(C)c3)n2)cc1	10	96	97	98	-16	96	-1	-12	99	3	98
Cc1ccc(S(=O)(=O)/C(C#N)=C/c2c[nH]c3ccccc23)cc1	5	101	101	102	-5	99	5	-10	100	9	98
CCc1nnc(SCCSc2nnc(CC)n2N)n1N	11	101	105	106	-10	104	6	1	102	7	101
O=C1NC(=O)C2(CCc3ccccc32)N1 (centres undefined)	14	102	105	108	-9	105	-1	x	106	11	105
COc1cccc(CN2CCNC(=O)C2CC(=O)N(C)Cc2cnccn2)c1OC (centres undefined)	17	96	94	99	-51	97	3	-13	96	11	97
COC(=O)CN(c1ccc2c(c1)OCO2)S(C)(=O)=O	21	101	107	106	0	102	4	x	104	34	102
CCCCNC(=O)c1cn(-c2ccc(OCC)cc2)c(=O)c2cc(OC)c(OC)cc12	31	101	103	103	-3	100	-3	-25	100	9	103
C=CCN(CC=C)S(=O)(=O)c1ccc(C(=O)Nc2nc3c(s2)CCc2ccccc2-3)cc1	7	54*	138*[activator]	87	4	32*	-10	11	39*	5	27*
Cc1sc2ncn(-n3c(C)ccc3C)c(=O)c2c1C	63	98	99	104	-99	101	23	x	98	6	100
Cc1cccc(OC2CCN(Cc3nc(CC4CC4)no3)CC2)c1	12	96	97	97	-35	95	-3	1	97	7	96
COc1ccc(NC(=O)c2cc(F)cc(F)c2)cc1Cl	11	101	100	106	-1	102	-10	-11	104	8	101
C=CCNC(=S)Nc1ccc(F)cc1F	10	100	102	103	-18	98	10	3	100	11	102
COc1ccccc1N1CCN(C(=O)C(=O)N/N=C/c2ccccc2F)CC1	9	102	103	105	-5	102	4	8	100	7	94
OC1(c2cccc(F)c2)CCN(Cc2ccncc2)CC1	21	102	107	104	-6	103	6	x	105	4	96
CC(C)Cn1c(-c2ccc(C#N)cc2)nc2c1c(=O)[nH]c(=O)n2CC(C)C	33	103	101	107	-27	99	6	x	103	12	101
CCC1CCCCN1C(=O)CSc1nc2c(c(=O)n(C)c(=O)n2C)n1C (centres undefined)	14	97	98	102	-25	98	2	9	100	11	99
CCOC(=O)c1cc2c(C(F)(F)F)cc(-c3ccccc3)nc2o1	23	96	99	98	-31	98	-5	x	99	7	98
SMILES	GSH bead fluor	Rac1 act GTP bind	Cdc42 wt GTP	Rac1 wt modul	Mcl1-Bid inh	HRas wt GTP bind	Mcl1-Noxa inh	Pf gametocyte	Rab2 wt GTP	Avidin fluor	Rab7 wt modul
O=C(CSc1nnc(-c2cccs2)n1-c1ccccc1)N1CCOCC1	19	97	96	94	-1	98	0	11	97	7	97
CS(=O)(=O)N(CCc1ccccc1)CC(=O)NCc1ccc2c(c1)OCO2	42	95	98	104	-16	101	-1	x	96	0	102
O=C(Nc1cc(Oc2ccc(Cl)cc2)cc([N+](=O)[O-])c1)c1ccco1	15	98	96	98	4	98	26	6	97	15	99
Cc1ccc(Cl)cc1NC(=O)C(NS(=O)(=O)c1cccs1)c1ccccc1 (centres undefined)	6	98	99	100	-32	98	7	-14	101	12	101
O=C(COc1ccccc1)Nc1ccccc1N1CCN(c2ccccc2)CC1	14	102	108	108	-30	104	-18	x	101	6	99
CCOc1ccc(S(=O)(=O)Nc2ccc(S(=O)(=O)N3CCOCC3)cc2)cc1	11	99	102	101	-9	102	38	17	101	9	99
O=C(Nc1ccon1)c1cccc(C(F)(F)F)c1	11	100	104	101	2	101	-5	x	101	7	101
Cc1cc(Cl)c(S(=O)(=O)Nc2ccc3c(c2)OCCO3)cc1OCC(N)=O	18	99	99	100	-25	99	3	-5	97	37	99
COc1ccc(CNC(=O)C(CCSC)NS(=O)(=O)c2ccccc2F)cc1 (centres undefined)	29	100	102	102	-56	98	-8	-10	99	7	100
COc1ccc(-c2cc(N)n(S(=O)(=O)c3c(F)c(F)c(F)c(F)c3F)n2)cc1OC	44	101	102	102	1	102	25	x	101	6	101
Cc1nn(C)c(C)c1CN(C)C(=O)c1cc2nc(-c3ccco3)cc(C(F)(F)F)n2n1	9	100	102	101	-8	103	10	x	101	36	103
O=C(NNC1CC(=O)N(c2ccc(Br)cc2)C1=O)c1cccnc1 (centres undefined)	14	96	99	100	-5	95	2	-4	98	13	94
O=C(Nc1cc(F)cc(F)c1)c1ccc(NCCCN2CCCCCC2)c([N+](=O)[O-])c1	12	92	90	97	-13	94	-9	4	95	7	95
COc1ccc2c(c1)C(=O)[C@H](O)[C@@H](c1ccc(OC)c(Br)c1)O2	18	98	98	102	6	98	21	6	96	11	98
NNC(=O)CC12CC3CC(C1)CC(n1ncnn1)(C3)C2	10	100	98	102	-29	99	-15	x	102	7	96
Cc1ccc(NS(=O)(=O)c2ccc(CCC(=O)N3CCCC3)cc2)cc1	25	94	96	94	12	97	25	11	97	12	100
COc1ccccc1CNC(=O)/C=C/c1ccc(Br)o1	7	93	95	102	23	94	70*	-14	97	6	97
CCOC(=O)N=Nc1c(O)n(Cc2ccccc2)c2ccccc12	10	97	99	97	-21	99	9	x	97	8	96

Record cards (already shown). Values in the order: GSH bead fluor	Rac1 act GTP bind	Cdc42 wt GTP	Rac1 wt modul	Mcl1-Bid inh	HRas wt GTP bind	Mcl1-Noxa inh	Pf gametocyte	Rab2 wt GTP	Avidin fluor	Rab7 wt modul
Results for `O=C(NNC1CC(=O)N(c2ccc(Br)cc2)C1=O)c1cccnc1` (centres undefined) → 14	96	99	100	-5	95	2	-4	98	13	94
Results for `Cc1noc(C)c1Cc1c(Cl)cccc1Cl` → 13	92	93	91	-5	93	46	x	90	36	91
Results for `O=C(COc1ccccc1)Nc1ccccc1N1CCN(c2ccccc2)CC1` → 14	102	108	108	-30	104	-18	x	101	6	99
